# HepG2 tox: HepG2 cytotoxicity, counter-screen for TGF-b inhibitors; HepG2 CAGA-GFP viability, ATP luminescence, 18 h; Potency, µM (titrated, usually from 46.1 µM), for inactives: at the highest dose activity change, negative = cytotoxicity, hits mostly cytotoxic; 410,000 tested, 0.76% active; AID 588856; note: some results filed as inactive show a strong effect at the top dose
#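 CellTiter-Glo luminescence gave cytotoxicity after 18 hours at 37 degrees C. The cells were HepG2 CAGA-GFP in 1% FBS DMEM, stimulated with 500 pg/mL TGF-beta after compound addition. %Activity was normalised to no-cell wells (complete cell-killing) and DMSO (no toxicity), and curves were fitted and classified.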
# Nrf2 block: blocks Nrf2 signaling. A549 ARE-Fluc reporter, luciferase luminescence, 18-24 h. Potency, µM (doses to about 46 µM), inactives show top-dose activity change, negative = inhibition, most hits filed as inhibitors. 360,000 tested, 2.1% active. AID 504444; note: % is set by controls: 0 for no effect and ±100 for the full control effect; nearly all actives have a fitted effect of over 60% in size
#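 Quantitative HTS in A549 cells stably bearing an antioxidant response element-firefly luciferase construct. Inhibition of Nrf2-driven transcription was scored by luminescence after 18-24 h of compound exposure at 37 °C.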
# ATXN viability: cell viability loss in ATXN counter-screen; S2 cells (HEK-293 line with an ATXN2-luciferase reporter) viability, CellTiter-Fluor protease fluorescence, 24 h; Potency, µM (series often up to 56.7 µM), most hits filed as cytotoxic; 400,000 tested, 0.49% active; AID 651635; note: nearly all actives have a fitted effect of over 40% in size
# EPAC2 antagonist: antagonists of human EPAC2. Q8WZA2. EPAC2 GEF exchange of Rap1B-BODIPY-GDP, fluorescence. Potency, µM (highest dose often 114 µM), inactives show at the highest dose activity, negative = inhibition, hits mostly inhibitors. 360,000 tested, 0.18% active. AID 720708; note: % is set by controls: 0 for no effect and ±100 for the full control effect; nearly all actives have a fitted effect of over 45% in size; many of its hits are not listed in these tables
# Target sequence (Q8WZA2 whole entry, looked up): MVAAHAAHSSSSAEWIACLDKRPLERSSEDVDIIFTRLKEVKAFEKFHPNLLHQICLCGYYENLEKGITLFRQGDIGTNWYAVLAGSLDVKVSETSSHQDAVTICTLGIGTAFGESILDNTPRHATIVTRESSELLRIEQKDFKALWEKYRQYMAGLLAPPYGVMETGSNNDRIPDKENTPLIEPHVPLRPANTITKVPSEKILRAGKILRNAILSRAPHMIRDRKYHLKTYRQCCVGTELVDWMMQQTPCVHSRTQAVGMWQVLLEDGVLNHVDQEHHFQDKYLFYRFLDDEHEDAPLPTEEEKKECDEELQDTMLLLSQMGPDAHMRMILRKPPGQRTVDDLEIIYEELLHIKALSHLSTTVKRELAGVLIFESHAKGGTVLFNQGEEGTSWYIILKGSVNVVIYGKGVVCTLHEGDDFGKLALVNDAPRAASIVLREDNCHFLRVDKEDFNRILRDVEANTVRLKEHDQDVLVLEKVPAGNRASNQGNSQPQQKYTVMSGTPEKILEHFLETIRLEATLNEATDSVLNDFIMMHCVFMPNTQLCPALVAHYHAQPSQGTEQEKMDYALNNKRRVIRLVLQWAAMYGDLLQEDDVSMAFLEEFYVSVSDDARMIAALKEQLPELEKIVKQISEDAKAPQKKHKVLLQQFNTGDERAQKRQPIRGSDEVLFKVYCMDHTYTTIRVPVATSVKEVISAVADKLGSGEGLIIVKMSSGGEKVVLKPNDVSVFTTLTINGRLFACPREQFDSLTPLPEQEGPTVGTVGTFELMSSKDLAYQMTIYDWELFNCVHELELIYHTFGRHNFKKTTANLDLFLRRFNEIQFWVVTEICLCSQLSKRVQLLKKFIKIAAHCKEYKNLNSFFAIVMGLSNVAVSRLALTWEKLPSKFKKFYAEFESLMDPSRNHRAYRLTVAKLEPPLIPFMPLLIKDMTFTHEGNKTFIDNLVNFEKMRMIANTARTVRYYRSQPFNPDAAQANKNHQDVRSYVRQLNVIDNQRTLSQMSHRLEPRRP
# Nrf2 activator: Nrf2 pathway activation. AREc32 ARE-luciferase reporter (MCF7-derived line), luminescence, 24 h. Potency, µM (series often up to 46.1 µM), for the others: at the highest dose activation, hits mostly activators. 410,000 tested, 0.31% active. AID 624171; note: % of control where 0% means no effect; nearly all actives have a fitted effect of over 65% in size
#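 Steps: seed AREc32_Fluc cells (1000/well, 5% FBS OPTI-MEM); incubate overnight at 37 deg C; add 23 nL compound; incubate 24 hr; add Steady-Glo; hold 30 min RT; read luminescence.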
# MCF10A rerep: induces DNA re-replication in MCF 10a normal breast cells. MCF 10A DNA re-replication, Hoechst nuclear intensity, 48 h. Potency, µM (doses to about 46.1 µM), for the others: at the top dose activity, positive = re-replication, most hits filed as activators. 350,000 tested, 2.9% active; note: % of control where 0% means no effect; nearly all actives have a fitted effect of over 50% in size
# A549 tox: kills or reduces viability of A549 cells in Nrf2 counter-screen; AID 504648; Potency, µM (doses to about 46 µM), without a hit: at the highest dose activity change, negative = cytotoxicity, usual class: inhibitors; A549 ARE-Fluc cells, CellTiter-Fluor viability, 18-24 h; 390,000 tested, 0.16% active; note: % is set by controls: 0 for no effect and ±100 for the full control effect
#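 A549 ARE_Fluc cells in 5% FBS OPTI-MEM were exposed to compounds in concentration-response for 18-24 h at 37 deg C. Viability was read by CellTiter-Fluor fluorescence (Ex 405/Em 525) after 30 min, before the luciferase read.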
# ATXN2 expr inh: inhibitors of ATXN2 expression; HEK-293 ATXN2-luciferase reporter, luminescence, 24 h; Potency, µM (top dose mostly 57 µM), without a hit: at the highest dose activity change, negative = inhibition, usual class: inhibitors; 360,000 tested, 0.72% active; AID 1745845; note: % is set by controls: 0 for no effect and ±100 for the full control effect; nearly all actives have a fitted effect of over 55% in size
#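 qHTS (up to 57 uM final) was run with 24 h compound exposure of reporter cells at 37 °C. Each well was multiplexed: SteadyGlo luminescence measured ATXN2-luciferase expression after a fluorogenic Gly-Phe-AFC viability readout (25 uM final).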
# TGFb SMAD3 inh: blocks TGF-b signaling; 410,000 tested, 1.2% active; Potency, µM (highest dose often 46.1 µM), inactives show at the top dose activity, negative = inhibition, hits mostly inhibitors; HepG2 CAGA-GFP TGF-b/SMAD3 reporter, GFP fluorescence, 18 h; TGF-beta stimulated, 500 pg/mL final; note: % is set by controls: 0 for no effect and ±100 for the full control effect; nearly all actives have a fitted effect of over 65% in size
#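 HEPG2 CAGA-GFP reporter cells (1000/well, DMEM with 1% FBS) received compounds, then recombinant TGF-beta at 500 pg/mL final for 18 hours at 37 degrees C. Per-cell GFP summed per well was normalised to unstimulated and stimulated DMSO controls before curve fitting.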
# * hit, by the source's call; i = inactive; u = inconclusive; x = not tested or not shown; [ ] = dose if it differs, or a comment. Calls come from the whole dose curve; as a rule, active = well fitted curve in the direction sought with a large enough effect; inconclusive = small, poorly fitted or top-dose-only effect, or another doubt; inactive = no such curve, though single readings can be large; an effect the other way counts as inactive or inconclusive. Potency is the fitted concentration of half-maximal effect.
Molecule	Nrf2 activator	ATXN viability	HepG2 tox	TGFb SMAD3 inh	EPAC2 antagonist	Nrf2 block	MCF10A rerep	ATXN2 expr inh	A549 tox
O=C(Nc1ccc(S(=O)(=O)N2CCc3ccccc32)cc1)c1ccco1	6.9%	i	-32%	u	0%	23µM*	26%	-13%	0%[1.84 µM]
CC(=O)N1CCOc2ccc(S(=O)(=O)N3CCC(C)CC3)cc21	0.5%	i	3%	-1%	-4%	19%	0%	-9%	0%
COc1ccccc1C1CCN(Cc2cccc3ccccc23)CC1	0.2%	i	-44%	-23%	-8%	-1%	u	-27%	-4%
CCN(CC(=O)Nc1ccccc1C(F)(F)F)C(=O)c1oc2c(Cl)cccc2c1C	3.3%	i	0%	-9%	-15%	-23%	30%	-7%	5%
CCOc1ccccc1NC(=O)COC(=O)C(CC(C)C)N1C(=O)C2CC=CCC2C1=O (centres undefined)	0.2%[9.22 µM]	i	-42%	u	-8%	2%	8%	2%	2%
COc1ccc2oc(C(=O)N3CCCc4ccccc43)c(C)c2c1	2.7%	i	-35%	-24%	-29%	u	6%	57%[activator]	2%
Cc1c(NS(=O)(=O)c2cc(C(=O)O)ccc2Cl)c(=O)n(-c2ccccc2)n1C	-0.8%	i	-7%	-17%	4%	-7%	-2%	3%	2%
CC(C)Cc1csc(NC(=O)c2ccc(Cl)cc2)c1C(=O)O	0.7%[9.22 µM]	i	-27%	u	-1%	u	u	28%	-12%
O=C(Nc1nc2cc3c(cc2s1)OCCO3)C1=COCCO1	-3.0%	i	8.9µM*	-13%	-4%	u	1%	u	4%
Cc1c(Br)c([N+](=O)[O-])nn1C(C)C(=O)NCC1CCCO1 (centres undefined)	-0.6%	i	-4%	-2%	-10%	19%	7%	x	5%
COc1ccccc1NC(=O)CSc1ncc2c(n1)-c1ccccc1N(Cc1ccccc1C)S2(=O)=O	-0.9%	i	7%	12%	x	9%	x	3%	-1%
CN(CC(=O)N1CCc2ccccc21)S(=O)(=O)c1cccc2cccnc12	4.7%	u	0%	1%	-6%	8%	25%	-6%	-10%
O=C(COc1coc(CN2CCc3ccccc3C2)cc1=O)Nc1ccc(Cl)cc1	0.4%	i	4%	-9%	-9%	22%	13%	4%	7%
COc1ccc(C(CNC(=O)Cc2ccc(Cl)cc2)N2CCOCC2)cc1 (centres undefined)	0.3%	x	6%	-9%	x	12%	x	x	5%
CCN(CC(=O)Nc1ccc(NC(C)=O)cc1)C(=O)c1cccnc1Sc1ccc(C)c(C)c1	0.0%	u	2%	u	-1%	6%	1%	6%	1%
CCOC(=O)C1CCCN(C(=O)c2cn(C)c3ccc(S(=O)(=O)N(C)C)cc3c2=O)C1 (centres undefined)	0.3%	i	-38%	-2%	6%	1%	-6%	-5%	6%
CCn1c(CS(=O)Cc2ccc(Cl)cc2Cl)nnc1SCc1c(Cl)cccc1Cl (centres undefined)	-1.0%	i	3%	-7%	-9%	x	-2%	-19%	-9%
Cc1nn(-c2ccccn2)c2c1C(=O)CC(C)(C)C2Br (centres undefined)	0.0%	i	-1%	-12%	-1%	-11%	9%	3%	1%
COc1ccc(NC(c2nnc(-c3ccccc3)o2)c2ccccc2F)cc1Cl (centres undefined)	10%	u	-3%	-17%	x	u	x	-15%	-7%
CCCCC[C@@H]1C=C(C(=O)O)[C@H](c2ccc(CC)cc2)N1S(=O)(=O)c1ccc(C)cc1	-0.7%	i	-25%	-2%	u	-19%	-15%	8%	-8%
O=C(CSC1=NC(=O)C(c2ccccc2)C(=O)N1)Nc1ccccc1Cl (centres undefined)	0.2%	i	-7%	2%	10%	x	-1%	4%	0%
CCOc1cc(C(=O)Nc2ccc(C)cc2O)ccc1OCC(=O)N1CCOCC1	-0.7%	i	-16%	-14%	5%	3%	1%	0%	-6%
CCN(CC)S(=O)(=O)c1ccc(C)c(NC(=S)N2CCN(Cc3ccc4c(c3)OCO4)CC2)c1	-0.5%	i	-2%	-30%	-13%	6.5µM*	u	u	-14%
Cc1ccc(S(=O)(=O)N(C)CC(=O)NCCCc2ccccc2)cc1	-0.7%	i	-23%	u	-1%	-24%	20%	-7%	-10%
O=C(c1ccco1)N1CCN(C(=O)c2ccc(-c3cccc(C(F)(F)F)c3)o2)CC1	2.2%	i	-2%	-10%	-21%	-22%	20%	7%	-1%
COc1cccc(NC(=O)CCN2CCC(C(N)=O)CC2)c1	0.4%	i	-9%	-6%	3%	22%	1%	-1%	0%
COc1cccc(CNC(=O)C2CCN(S(=O)(=O)c3ccc4c(c3)NC(=O)C(C)S4)CC2)c1 (centres undefined)	0.1%	i	-16%	u	-4%	18µM*	9%	-6%	-5%
COc1cc(CO)ccc1OCc1ccc(Cl)nc1	0.1%	i	-2%	-14%	4%	11%	u	58%[activator]	-4%
COc1ccccc1C(CNC(=O)c1cccc(S(=O)(=O)Nc2ccc(F)cc2)c1)N(C)C (centres undefined)	0.6%	i	-29%	-9%	-11%	-4%	-2%	-14%	-1%
CCc1ccc(-c2nc3cc(NC(=O)c4ccc(C)c(C)c4)ccc3o2)cc1	0.3%	i	-10%	-30%	x	-19%	x	17%	4%
O=C1CC(NC(=O)c2ccc(Cl)cc2)C(=O)N1 (centres undefined)	0.1%	i	-1%	10%	7%	-1%	12%	5%	1%
CCOc1ccc(NC(=O)c2cc(C3CC3)nc3c2cnn3C(C)C)cc1OC	3.3%	i	-21%	-6%	-11%	-22%	u	3%	-1%
CC(C)CNC(=O)C(=O)NCc1ccccc1	2.2%	i	-5%	0%	-7%	-13%	9%	1%	-2%
CCOC(=O)C1(C(=O)OCC)CC1c1ccccc1 (centres undefined)	-0.5%	i	-24%	8%	-3%	x	0%	-1%	-1%
Cc1ccc(S(=O)(=O)c2[nH]c(-c3ccccc3)nc2SCC(=O)O)cc1	0.0%	i	-3%	8%	x	18%	x	-4%	1%
CN(C)S(=O)(=O)NCC1CCCN(Cc2cc3ccccc3s2)C1 (centres undefined)	1.3%	i	-20%	0%	-2%	0%	-6%	-5%	-2%
Cc1ccc(S(=O)(=O)c2c(Nc3cc(C)ccc3C)sc(C(=O)c3ccc4c(c3)OCO4)c2N)cc1	-1.1%	x	-37%	-2%	x	x	x	x	6%
COc1ccc(NC(=O)N2CCc3ccccc3C2)cc1OC	-0.2%	i	8%	10%	-3%	7%	u	22%	-3%
O=C(CSC1=NCCS1)NC(c1ccccc1)c1ccccc1	12%	i	-5%	-2%	7%	-16%	u	-3%	-13%
CCCN1/C(=C(\C#N)C2=NS(=O)(=O)c3ccccc32)N(C)c2ccccc21	-0.9%	i	10%	-12%	3%	-1%	-2%	3%	-1%
CCOC(=O)N1CCN(Cc2ccc(O)c3ncccc23)CC1	7.4%	u	-48%	7.1µM*	-6%	-1%	21µM*	-25%	-9%
COC(=O)c1ccc(/C=N\NC(=O)c2c(C)nc3ccc(Cl)cn23)cc1	-0.5%	i	5%	-4%	0%	1%	3%	x	-3%
CCn1c(=O)c(C(=O)CC#N)c(N)n(Cc2ccccc2)c1=O	-0.3%	i	5%	-10%	10%	6%	8%	9%	6%
Cc1ccc(NC2=NCCC2)cc1Cl	-0.9%	u	4%	6%	5%	14%	0%	-8%	4%
Cc1ccc(-n2c(C)cc(/C=N/NC(=O)Cn3c4ccccc4c(=O)c4ccccc43)c2C)cc1	2.4%	x	-32%	-2%	1%	1%	15µM*	-22%	-2%
CCOC(=O)C1CCN(C(=O)c2cccc(Cl)c2)CC1	-0.2%	i	-4%	-15%	3%	5%	13%	3%	6%
CCC(C)C1NC(=S)N(Cc2ccccc2)C1=O (centres undefined)	2.5%	i	-10%	-7%	-14%	x	30%	0%	u
COc1cc(/C=N/N2CCOCC2)ccc1OCc1ccc(Cl)cc1	4.6%	i	20%	3%	10%	27%	29%	20%	-3%
Cc1cccc(OCCCC(=O)N2CCCc3ccccc32)c1C	-0.2%	i	-23%	-31%	0%	-7%	u	1%	-19%
Cc1cc(OC(C)C(=O)Nc2cccc(-c3nc4ccccc4o3)c2)cc(C)c1Cl (centres undefined)	1.2%	i	-7%	-5%	x	9%	x	7%	-1%
CCCC(=O)N1N=C(c2ccccc2)CC1c1cn(C)c2ccccc12 (centres undefined)	3.7%	u	2%	u	-19%	-16%	23µM*	17%	-4%
O=C(CCc1ccccc1)Nc1ccnn1C1CCN(Cc2ccc(OCCO)cc2)CC1	-0.1%	i	-2%	-1%	-6%	1%	1%	3%	0%
CC1(C)CC(NC(=O)c2cc(S(=O)(=O)N3CCCCC3)ccc2Cl)CC(C)(C)N1	0.8%	i	-1%	0%	12%	5%	u	8%	7%
Cc1ccc(OCCCn2ccnc2)cc1C	-0.1%	i	0%	-4%	u	-4%	-11%	-14%	-9%
O=C(Cc1ccccc1)NCc1ccc(-n2cccc2)cc1	-0.7%	i	-13%	u	-2%	-2%	10µM*	0%	-8%
Cc1ccc(CNC(=O)C2CCCCN2S(=O)(=O)c2ccccc2)cc1 (centres undefined)	3.4%	i	1%	9%	-9%	-4%	-1%	-5%	-5%

# One compound at a time (already shown).
# COc1ccccc1NC(=O)CSc1ncc2c(n1)-c1ccccc1N(Cc1ccccc1C)S2(=O)=O reads Nrf2 activator = -0.9%; ATXN viability = i; HepG2 tox = 7%; TGFb SMAD3 inh = 12%; EPAC2 antagonist = x; Nrf2 block = 9%; MCF10A rerep = x; ATXN2 expr inh = 3%; A549 tox = -1%
# COc1ccc(NC(c2nnc(-c3ccccc3)o2)c2ccccc2F)cc1Cl (centres undefined) reads Nrf2 activator = 10%; ATXN viability = u; HepG2 tox = -3%; TGFb SMAD3 inh = -17%; EPAC2 antagonist = x; Nrf2 block = u; MCF10A rerep = x; ATXN2 expr inh = -15%; A549 tox = -7%

# High-throughput results deposited in PubChem by National Center for Advancing Translational Sciences (NCATS).

# An excerpt; the hit share may differ from the screen's.
